Screening data deposited in PubChem BioAssay by NCI.
All columns: NCI-60 one-dose screen, growth in % after 48 h at 10 µM unless noted; 100 = growth as untreated, 0 = no growth, -100 = all killed.
HCT-15: HCT-15 colon cancer; actives 5.2% (n = 82,000); AID 1794746
HCC-2998: HCC-2998 colon cancer. actives 4.7% (n = 79,000). AID 1794799
SW-620: SW-620 colon cancer; AID 1794795; actives 5.2% (n = 82,000)
HCT-116: HCT-116 colon cancer; actives 7.3% (n = 82,000); AID 1794798
SNB-19: SNB-19 CNS cancer cells | actives 2.5% (n = 81,000)
SNB-75: SNB-75 CNS cancer. actives 5% (n = 79,000)
COLO 205: COLO 205 colon cancer; actives 7.3% (n = 79,000); AID 1794742
KM12: KM12 colon cancer cells; actives 5% (n = 82,000); AID 1794800
HT29: HT29 colon cancer. actives 7.4% (n = 81,000). AID 1794748
Starred values were filed as active, the others as inactive; nt = not tested or not shown; & = joins results of further samples. The calls were made as follows: active = growth percent below 10; inactive = the rest.

smiles	HCT-15	HCC-2998	SW-620	HCT-116	SNB-19	SNB-75	COLO 205	KM12	HT29
CC1(C)CC2C3=CCC4[C@@]5(C)CCC(=O)C(C)(C)C5CC[C@@]4(C)[C@]3(C)CC[C@@]2(C(=O)O)[C@H](O)C1 (some centres undefined)	88	98	101	93	94	85	nt	91	98
CC(=O)Nc1ccc(Nc2ccc(NCCO)c3c2C(=O)c2c(O)ccc(O)c2C3=O)cc1	84	124	85	94	98	80	105	104	105
CN(C)c1ccc(C=O)c(Oc2ccccc2)c1	115	103	105	100	99	108	121	109	104
CCCCCC#CCN(CC)CC	108	113	100	98	110	97	100	115	106
N/C(=N\OC(=O)c1ccccc1)C(Cc1ccccc1)C(=O)NOC(=O)c1ccccc1 (centres undefined)	33	96	65	2.1*	57	4.7*	69	24	86
Cc1ccc(CSCCC(=O)Nc2cc(C(=O)Nc3cc(C(=O)NCCCN4CCOCC4)n(C)c3)n(C)c2)cc1	112	124	117	90	96	nt	108	101	100
Nc1ccc(Br)c2ccccc12	101	95	101	106	100	88	nt	98	97
Nc1cc([N+](=O)[O-])ccc1Nc1ccc(O)cc1	99	93	97	99	96	75	114	98	107
NC1(C(=O)O)CSSC1	66	118	99	83	36	41	102	93	91
Fc1ccc(-c2cnc3nonc3n2)c(F)c1	78	94	97	97	92	96	92	83	113
CC1=C(C#N)C(=O)NC(C)C1 (centres undefined)	101	80	106	110	103	111	108	107	nt
CCN(CC)CCNC(=O)c1ccccc1C(=O)c1ccccc1	100	105	101	98	99	88	95	103	83
O=C(NC1c2ccccc2Oc2ccccc21)c1ccc([N+](=O)[O-])cc1	108	114	85	96	96	86	107	102	97
Cc1ccc(NC(=O)Nc2cccc(Cl)c2)cc1F	48	105	105	68	103	101	115	98	100
Cc1c(/C=C/c2ccccc2O)[nH]c(=O)c(C#N)c1C#N	103	110	102	89	104	91	107	100	110
O=C(O)c1ccccc1N=N/C(=N\Nc1cc(S(=O)(=O)O)ccc1O)c1ccccc1	99	110	105	102	107	78	116	90	106
COc1cc(/C=N/Nc2nnc3n2N=C(c2ccccc2)CS3)ccc1O	106	114	111	106	97	83	109	107	108
CC1(C)C2CC=C(/C=N/NC(=O)C3CCC(=O)N3)C1C2 (centres undefined)	104	119	104	108	106	92	114	106	106
Cc1ccc(N)cc1S(=O)(=O)O	113&107	108&109	105&104	103&103	108&107	97	111&109	104&99	124&95
CC(O)(CC(=O)CC(=O)c1ccccc1)c1ccccc1 (centres undefined)	69&70	93&101	107&100	93&92	100&96	126&92	127	104&103	111&105
CCOC(=O)C12CCCC1=CC(=O)CC2 (centres undefined)	106	105	109	105	100	89	108	106	131
Cc1ccc(-c2csc(NC(=O)CSc3nc(N)cc(N)n3)n2)cc1	75	87	94	42	64	81	51	77	88
N#Cc1cc([C@@H]2Nc3cc4c(cc3[C@H]3C5CCC(C5)[C@@H]23)C(=O)NC4)ccc1F (some centres undefined)	101	108	93	90	90	86	103	96	98
Nc1[nH]nc2c1-c1nc3ccccc3n1C(N)N2 (centres undefined)	103	107	92	98	102	89	106	98	99
CC(C)=CCc1ccccc1O	92	105	104	93	105	101	111	106	102
CN(Cc1cc(Br)cc(Br)c1N)C1CCCCC1	87	103	90	76	102	95	92	118	78
Cc1ccc(Nc2ccc([N+](=O)[O-])cc2)cc1	93	99	91	93	98	nt	102	100	88
C=C1c2nc3ccccc3n2C=C(c2ccc(Cl)cc2)N1Cc1ccc(OC)cc1	67	80	93	63	79	103	71	95	89
CCCCCCCCCCCCNC(=S)N/N=C/c1ccccc1Cl	81	115	105	97	106	105	114	93	89
O=C(O)c1ccc(N2C(=O)c3nccnc3C2=O)cc1	106	111	100	105	102	88	111	106	104

Compound profiles, from the list above. Values in the order: HCT-15, HCC-2998, SW-620, HCT-116, SNB-19, SNB-75, COLO 205, KM12, HT29
Profile of `CN(C)c1ccc(C=O)c(Oc2ccccc2)c1` : 115, 103, 105, 100, 99, 108, 121, 109, 104
Profile of `NC1(C(=O)O)CSSC1` : 66, 118, 99, 83, 36, 41, 102, 93, 91
Profile of `Cc1ccc(Nc2ccc([N+](=O)[O-])cc2)cc1` : 93, 99, 91, 93, 98, nt, 102, 100, 88
Profile of `CC1(C)CC2C3=CCC4[C@@]5(C)CCC(=O)C(C)(C)C5CC[C@@]4(C)[C@]3(C)CC[C@@]2(C(=O)O)[C@H](O)C1` (some centres undefined) : 88, 98, 101, 93, 94, 85, nt, 91, 98

Other structures
smiles	HCT-15	HCC-2998	SW-620	HCT-116	SNB-19	SNB-75	COLO 205	KM12	HT29
COC(=O)c1ccc(C(=O)c2ccccc2)cc1	100	102	104	101	97	102	116	107	107
Cc1nc2ccccc2c2cc(-c3ccccc3)oc(=O)c12	86	109	89	84	89	48	112	96	93
O=C(Cc1ccccc1)NCCO	104	96	104	91	95	94	108	102	100
O=S(=O)(O)c1c(N=Nc2c(O)ccc3ccccc23)ccc2ccccc12	101	91	107	95	111	85	nt	95	94
Cc1ccnc2c(NC(C)CCCN)cc(O)c(O)c12 (centres undefined)	121	92	100	100	102	105	78	109	60
O=C(OCC1OC(c2ccccc2)OC1C1OC(c2ccccc2)OC1COC(=O)c1ccccc1)c1ccccc1 (centres undefined)	86	104	92	68	97	105	101	100	74
CCN(CC)CCCNc1nc2ccccc2s1	99	102	106	100	97	69	108	108	101
O=C(O)c1ccccc1Nc1cccc(C(F)(F)F)c1	70&107	105&114	104&96	102&111	100&104	108&110	107&120	98&106	119&107
O=S(=O)(c1ccccc1)N1C=C/C(=C\Cn2cc(-c3ccc(F)cc3)nn2)CC1	98	107	116	97	92	97	125	96	115
CCOc1ccc(N=C/C=C/c2ccccc2)c(O)c1	63	76	111	47	107	97	112	92	99
O=c1[nH]c2ccc([N+](=O)[O-])cc2[nH]1	102	97	102	97	99	97	96	110	nt
CCCCCOC(=O)c1cccc(NC(=O)CNCCCC)c1	83	96	106	65	107	88	nt	94	73
OCCN(CCO)c1ccccc1	109	117	110	96	103	81	111	102	93
Cn1cc(-c2nc(N)nnc2-c2cncc(Br)c2)c2cc(Br)ccc21	79	100	115	83	70	100	129	89	104
CCOC(=O)CCCN1C/C(=C\c2ccc(Cl)cc2)C(=O)c2ccccc21	107	93	105	97	105	nt	106	109	99
CN(CCC(=O)c1cccc2ccccc12)Cc1ccccc1	92	108	99	94	94	94	106	102	113
Cc1ccc(C(=O)CSc2nnc3sc(Nc4ccc(F)cc4)nn23)cc1	105	104	110	103	99	100	105	102	105
O=c1cc(-c2ccccc2)oc2cc(Nc3ccccc3)cc(O)c12	88	99	93	94	81	86	117	99	103
CCOC(=O)/C(=C/c1cccc(OC)c1)N(CC)CC	108	100	102	110	103	nt	113	106	103
CC(Sc1nncn1-c1ccccc1)C(=O)Nc1cccc(Cl)c1 (centres undefined)	95	108	nt	94	98	90	118	105	103
Nc1ccc(-c2ccc(-c3ccccc3N)c3[nH]c4ccccc4c23)cc1	20	42	29	23	39	28	13	24	14
O=C(/C=C\C(=O)OC1CCCCC1)OC1CCCCC1	96	110	108	97	103	96	114	113	111
CCCCCCCCCC#N	101	104	97	102	100	90	109	97	101
O=CNc1ccc(I)cc1	86	99	104	106	104	92	106	102	98
Nc1cccc(S(=O)(=O)c2cccc(N)c2)c1	114	126	115	112	133	88	117	129	110
O=c1c2cc3cc(Cl)ncc3n2c(=O)c2cc3ccccc3n12	106	109	102	100	109	100	109	104	107
CN(C)c1ccc(/C=C2\c3ccccc3-c3ccc([N+](=O)[O-])cc32)cc1	105	112	103	118	99	114	104	104	98
CCC(O)c1cnc(OCc2ccccc2)nc1OCc1ccccc1 (centres undefined)	92	116	118	100	101	96	114	113	101
CCOC(=O)c1cc(C(=O)c2ccc(OC)c(OC)c2)n2ccc(/C=C/c3cc[n+](CC(=O)c4ccc(OC)c(OC)c4)cc3)cc12	104	99	97	90	91	79	114	100	96
COc1ccc(C#Cc2ccc(=O)oc2-c2cc(OC)c(OC)c(OC)c2)cc1O	31	9.5*	31	15	55	40	69	27	34

Taken from above:
HCT-15 result of COc1ccc(C#Cc2ccc(=O)oc2-c2cc(OC)c(OC)c(OC)c2)cc1O → 31
SNB-75 result of CC(C)=CCc1ccccc1O → 101

Just SNB-75 and SNB-19, for five of the compounds above:
structure | SNB-75 | SNB-19
O=C(Cc1ccccc1)NCCO | 94 | 95
O=S(=O)(O)c1c(N=Nc2c(O)ccc3ccccc23)ccc2ccccc12 | 85 | 111
Cc1ccnc2c(NC(C)CCCN)cc(O)c(O)c12 (centres undefined) | 105 | 102
O=C(OCC1OC(c2ccccc2)OC1C1OC(c2ccccc2)OC1COC(=O)c1ccccc1)c1ccccc1 (centres undefined) | 105 | 97
CCN(CC)CCCNc1nc2ccccc2s1 | 69 | 97

The results go on:
Assay codes – A = HCT-15; B = HCC-2998; C = SW-620; D = HCT-116; E = SNB-19; F = SNB-75; G = COLO 205; H = KM12; I = HT29
SMILES: O=C(O)c1ccc(N/C=C/C(=O)c2cc3cc(Br)ccc3oc2=O)cc1
  A = 98; B = 105; C = 93; D = 98; E = 96; F = 84; G = 107; H = 101; I = 93

SMILES: O=C1Nc2c(sc3ccc(Cl)cc23)C(c2cccc(Br)c2)N1 (centres undefined)
  A = 101; B = 124; C = 100; D = 96; E = 100; F = 85; G = 105; H = 100; I = 108

SMILES: OC1C2CC3C1C3C2O (centres undefined)
  A = 97; B = 104; C = 104; D = 99; E = 105; F = 99; G = 113; H = 100; I = 98

SMILES: C=C1C[C@H]2C[C@H](C)[C@H]3CC[C@H](C)C(C(=O)OCC)=C3C(=O)[C@@]2(C)C1
  A = 100; B = 103; C = 99; D = 104; E = 108; F = 79; G = 108; H = 107; I = 98

SMILES: Cc1ccc(Nc2ncnc3c2c(C)nn3-c2ccc([N+](=O)[O-])cc2)cc1
  A = 83; B = 97; C = 65; D = 59; E = 89; F = nt; G = 72; H = 81; I = 80

SMILES: CCN(CC)CCN1c2ccccc2Sc2c1ccc1ccccc21
  A = 49; B = 44; C = 88; D = 54; E = 82; F = 42; G = 73; H = 64; I = 28

SMILES: CCCCCCCCCCCCOB(OCCCCCCCCCCCC)OCCCCCCCCCCCC
  A = 105; B = 92; C = 117; D = 123; E = 106; F = 118; G = 98; H = 102; I = 105

SMILES: COc1cc2c(cc1O)CC[C@@H]1[C@@H]2CC[C@]2(C)[C@@H](NCCN(C)C)CC[C@@H]12
  A = -83*; B = nt; C = -80*; D = -91*; E = -80*; F = -97*; G = -71*; H = -82*; I = -92*

SMILES: N#C/C(=C\c1cccc(Cl)c1)c1cc2ccccc2[nH]1
  A = 84; B = 100; C = 92; D = 87; E = 95; F = 92; G = 109; H = 84; I = 95

SMILES: COC1C=CC(O)C(CO)O1 (centres undefined)
  A = 113; B = 101; C = 101; D = 99; E = 107; F = 101; G = 110; H = 104; I = 101

SMILES: COc1ccc(-c2nc(N=Nc3c(O)[nH]c4ccc(C)cc34)[nH]c(=O)c2C#N)cc1OC
  A = 104; B = 121; C = 99; D = 101; E = 99; F = nt; G = 112; H = 101; I = 104

SMILES: CC1Cc2c(N(C)C)ncnc2N(C)c2ccc(Cl)cc21 (centres undefined)
  A = 19; B = 50; C = 18; D = 17; E = 39; F = -12*; G = 36; H = 24; I = 11

SMILES: NCc1nnc(CCC(=O)c2nc3ccccc3[nH]2)o1
  A = 97; B = 97; C = 111; D = 105; E = 97; F = 90; G = 111; H = 111; I = nt
